# VEEV TC-83 Vero: inhibitors of VEEV TC-83 cytopathic effect, confirmation, Vero cells (AID 588727) | Vero cells, VEEV TC-83 cytopathic effect inhibition; higher % means a stronger effect | inhibition, % at 20 µM, or IC50 in µM where a hit was titrated | 350,000 compounds, 0.13% hits; in the data active means a potency from the dose series; inconclusive means inhibition mostly from about 14% at the one dose, without a potency; inactive means the rest, 99 in 100 with inhibition below about 12%; further: strong numbers were not always called active
# M. tuberculosis HTS: M. tuberculosis growth inhibition, HTS (AID 449762); M. tuberculosis H37Rv growth inhibition, 7H9 media; higher % means a stronger effect; 330,000 compounds, 0.59% hits; one-dose inhibition, % at 25 µM; IC50 in µM for titrated hits; in the data active means a potency from the dose series; inconclusive means inhibition above about 70% without an active follow-up result;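 further: bacterial growth assessed after seven days of incubation; strong numbers were not always called active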
# influenza NS1A: NS1A inhibition, H1N1 influenza, cell based functional assay (AID 504329). NS1A functional cell-based assay, percent inhibition; higher % means a stronger effect. inhibition, % at 12.5 µM; hits with a dose series show IC50 in µM. 340,000 compounds, 0.3% hits; in the data active means a potency from the dose series; inconclusive means inhibition above about 27% without an active follow-up result; further: strong numbers were not always called active
# Salmonella PhoP GFP: Inhibition of PhoP regulon, Salmonella typhi GFP reporter cells, confirmation, 4 h (AID 1850); Salmonella Typhi PhoP-promoter GFP reporter, fluorescence, 4 h; higher % means a stronger effect; inhibition, % at 50 µM, or IC50 in µM where a hit was titrated; 310,000 compounds, 0.33% hits; in the data active means a potency from the dose series; inconclusive means inhibition mostly from about 25% at the one dose, without a potency; inactive means the rest, 99 in 100 with inhibition below about 19%;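 further: 0% = induced wells with vehicle and 100% = uninduced wells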
# M. tuberculosis: growth inhibition of non-replicating M. tuberculosis (AID 488890); one-dose inhibition, % at 25 µM; IC50 in µM for titrated hits; 320,000 compounds, 0.39% hits; Mycobacterium tuberculosis non-replicating, growth inhibition; higher % means a stronger effect; in the data active means a potency from the dose series; inconclusive means inhibition mostly from about 82% at the one dose, without a potency; inactive means the rest, 99 in 100 with inhibition below about 76%;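 further: plate controls were DMSO cells for no effect and high antibiotic wells for full effect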
# VEEV TC-83 Vero 10K pilot screen: further read-out of VEEV TC-83 Vero, marked with its call; inhibition, %; measured here: 10K pilot screen inhibition
# * marks the source's active call; other numbers are inactive results; i = inactive; u = inconclusive; x = no result given.
SMILES,VEEV TC-83 Vero,M. tuberculosis HTS,influenza NS1A,Salmonella PhoP GFP,M. tuberculosis,others
Cc1nc(-c2ccc3c(c2)OCCO3)cs1,0.3%,-3%,-9%,-3%,12%,
O=C(Nc1nc2ccccc2s1)C1CCN(C(=O)c2ccco2)CC1,2.5%,7%,12%,6%,30%,
COc1ccc(NC(=O)c2cc(CC(C)C)on2)cc1OC,i,-3%,0%,3%,27%,
COc1cc(/C(=C/c2ccccc2)c2ccccc2)c2c(c1)oc1ccccc12,3.1%,-2%,2%,0%,27%,
COc1ccc(C2OCC3(O)C(c4ccc(OC)c(OC)c4)OCC23)cc1OC (stereo unspecified),0.4%,0%,-1%,1%,9%,
Cn1c(NCCCN2CCOCC2)nc2c1c(=O)n(Cc1ccc(Cl)c(Cl)c1)c(=O)n2C,i,u,-2%,7%,51%,
CCOc1ccccc1NC(=S)NC(=O)C1CCCCC1,0.4%,u,-6%,-9%,78%,
CCCCC(CCC(=O)O)(C(=O)OCC)c1csc(N)n1 (stereo unspecified),1.3%,-2%,-19%,2%,6%,
CCOC(=O)CCS(=O)(=O)c1nc(-c2ccccc2)cc(C(F)(F)F)n1,u,u,-1%,-11%,0.99µM*,
CCOC(=O)C1=C(c2ccccc2)N=C2SCC(=O)N2C1c1cccc(OC)c1 (stereo unspecified),3.6%,-1%,-1%,8%,1%,
CC(=O)c1nnn(-c2ccc([N+](=O)[O-])cc2)c1C,0.4%,-9%,-16%,3%,3%,
O=C(NNc1ccc(C(F)(F)F)cc1[N+](=O)[O-])c1ccc(NS(=O)(=O)c2ccc(F)cc2)cc1,0.3%,39%,23%,-5%,u,
O=[N+]([O-])c1ccc(Cl)cc1NCc1cccnc1,2.1%,-9%,2%,1%,-7%,
CSc1ccc(C(=S)N2CCN(C(c3ccccc3)c3ccccc3)CC2)cc1,i,-3%,9%,-5%,12%,
O=C(c1ccccc1NS(=O)(=O)c1ccc(Br)cc1)N1CCOCC1,1.7%,5%,-1%,-3%,-2%,
NC1=NOC(=O)C1C1CCCCC1 (stereo unspecified),i,x,-19%,x,x,
COc1cc2c(cc1OC)C1=NC(=O)CN1C(SCc1ccc(C)cc1)=N2,4.3%,10%,1%,1%,5%,
Cc1ccc(C)c(NC(=O)CN(C)C(=O)c2ccncc2)c1,1.6%,0%,-10%,-8%,-6%,
Cc1cc(C)nc(NC(=O)c2ccc3c(c2)OCO3)c1,x,7%,x,0%,51%,
CC(C)CCn1nnnc1C(c1ccccc1F)N1CCC(C(N)=O)CC1 (stereo unspecified),i,-1%,2%,-11%,-1%,
O=C(CCN1CCOCC1)NNC(=O)Nc1cccc(C(F)(F)F)c1,1.8%,0%,-3%,-1%,-4%,
O=c1oc2ccccc2n1Cc1cccc(F)c1,0.3%,-7%,7%,-9%,-14%,
O=C1CCCN1c1ccc(S(=O)(=O)Oc2cccc(Cl)c2)cc1[N+](=O)[O-],3.1%,-4%,3%,-1%,10%,
CCCCn1nc2cc(C(=O)NCc3ccccc3)ccc2c1OCC,1.8%,0%,5%,-6%,14%,
Cc1ccc(-c2csc3nnc(SCC(=O)NCc4ccc5c(c4)OCO5)n23)cc1,0.6%,-7%,1%,-1%,16%,
COc1cccc(NC(=O)CCCn2nc(C)c3c(C)n(-c4ccccc4)nc3c2=O)c1,1.4%,2%,-8%,8%,-9%,
C=C(C)CN(CC)C(=O)COc1ccc(S(=O)(=O)Nc2ccc(OC)cc2)cc1,i,-14%,-6%,9%,6%,
C=CCN=C1NN=C(c2cc(C)n(CCOC)c2C)CS1,0.2%,-1%,-2%,1%,44%,
N#CCCN(Cc1ccccc1)C(=S)NC(=O)c1ccccc1,1.7%,u,-7%,-9%,15%,
Cc1ccc(/C=N/Nc2cccc3cccnc23)c(O)c1,0.8%,33%,25%,-2%,u,
COc1ccc(N2CCN(C(=O)Nc3ccc(S(=O)(=O)N(C)C)cc3)CC2)cc1,i,0%,-2%,-1%,-18%,
COc1cc(/C=N\NC(=O)C(C)(C)O)ccc1OC/C=C/c1ccccc1,5.1%,-10%,-10%,-6%,20%,
CCOc1ccc(NC(=O)CSc2nnc(-c3cc(C)[nH]n3)n2N)cc1,i,17%,1%,3%,35%,
C=CCn1c(=O)c(C(=O)Nc2ccc(C)cc2)c(O)c2ccccc21,3.9%,-1%,-1%,-7%,-32%,
CC(C)c1ccc2c(c1)C(c1cccs1)=NNC(c1ccncc1)=N2,2.0%,3%,10%,4%,21%,
Cc1ccc(C)c(N(CC(=O)NC2CCCC2)C(=O)CCC(=O)Nc2cc(C)on2)c1,i,0%,5%,10%,18%,
O=C(COC(=O)Cc1ccsc1)Nc1ccc(S(=O)(=O)N2CCOCC2)cc1,0.1%,3%,8%,0%,24%,
COc1ccc(NC(=O)C2CCCN(S(C)(=O)=O)C2)cc1Cl (stereo unspecified),4.2%,-3%,-9%,-4%,21%,
Cc1ccc(NC(=O)Cn2c([N+](=O)[O-])cnc2C)cc1Cl,0.2%,7%,22%,-8%,-16%,
CCOC(=O)C1CCN(C(=O)c2ccc(Oc3cc(Cl)cc(Cl)c3)o2)CC1,0.4%,4%,-22%,-1%,53%,

# Sorted by formula weight (high to low): four of the compounds above
SMILES,VEEV TC-83 Vero,M. tuberculosis HTS,influenza NS1A,Salmonella PhoP GFP,M. tuberculosis,others
Cc1ccc(-c2csc3nnc(SCC(=O)NCc4ccc5c(c4)OCO5)n23)cc1,0.6%,-7%,1%,-1%,16%,
CCOc1ccc(NC(=O)CSc2nnc(-c3cc(C)[nH]n3)n2N)cc1,i,17%,1%,3%,35%,
CCCCn1nc2cc(C(=O)NCc3ccccc3)ccc2c1OCC,1.8%,0%,5%,-6%,14%,
N#CCCN(Cc1ccccc1)C(=S)NC(=O)c1ccccc1,1.7%,u,-7%,-9%,15%,

# The list goes on.
SMILES,VEEV TC-83 Vero,M. tuberculosis HTS,influenza NS1A,Salmonella PhoP GFP,M. tuberculosis,others
O=C(O)CCCN=CC1=C(O)C(C(=O)c2ccccc2)CCC1=O (stereo unspecified),0.6%,5%,-3%,-9%,4%,
CC(OCC(O)CN(C)CCOc1ccccc1)c1ccc(Cl)cc1 (stereo unspecified),i,2%,-5%,2%,51%,
O=C(c1cc2c(ccc3ccccc32)o1)N1CCCCC1,5.4%,10%,-6%,-9%,54%,
CCCn1c(C(C)Nc2nc(-c3ccc(Cl)c([N+](=O)[O-])c3)cs2)nc2ccccc21 (stereo unspecified),4.8%,11%,6%,-13%,52%,
CCOc1ccc(N(Cc2nnc3n2CCCCC3)C(=O)Nc2cccc(C)c2)cc1,0.6%,-9%,1%,-3%,-5%,
CCCCCCCCCn1ccc(=N)cc1,i,-12%,-4%,6%,71%,
COC(=O)c1ccc2ncccc2c1,1.4%,-4%,11%,6%,-5%,
O=C(COC(=O)c1ccc(S(=O)(=O)N2CCCCCC2)cc1)NCc1ccc(Cl)cc1,1.9%,5%,-11%,x,x,
O=C(Nc1ccc(F)cc1)C1(S(=O)(=O)c2ccc(Cl)cc2)CC1,i,-5%,7%,-11%,0%,
CCOC(=O)C1=C(COC(=O)Cc2ccccc2)NC(=O)NC1C (stereo unspecified),0.7%,-4%,-6%,-1%,-6%,
COc1ccc(-n2c(SCC#N)nc3c(sc(=S)n3-c3ccccc3)c2=O)c(OC)c1,8.3%,u,9%,-9%,u,
CCc1ccc(-c2csc(NC(=O)C3CCCO3)c2C(=O)OC(C)C)cc1 (stereo unspecified),i,-13%,-3%,-5%,0%,
Cc1noc(C)c1COc1ccc(C(=O)NCc2ccccn2)cc1,2.8%,-5%,4%,-6%,2%,
Cc1cc(Cl)ccc1OC(C)C(=O)NN1C(=O)c2ccccc2C1=O (stereo unspecified),5.8%,-3%,-6%,-6%,-10%,
O=C(Cc1cc(=O)oc2cc(O)ccc12)N[C@@H](Cc1c[nH]c2ccccc12)C(=O)O,3.3%,-5%,-2%,-14%,-6%,
CN(Cc1ccccc1)C(=O)c1cc2cc(F)ccc2[nH]1,0.3%,7%,21%,-6%,2%,
Cc1cc(C)c(C#N)c(SCS(=O)c2ccc(C(C)(C)C)cc2)n1 (stereo unspecified),i,9%,-8%,-12%,22%,
O=C(O)CC/C(=N\NC(=O)CNC(=O)/C=C/c1ccccc1)c1ccccc1,0.4%,0%,17%,4%,22%,
COc1ccc(N(CC(=O)N/N=C/c2cccs2)S(=O)(=O)c2ccc(OC)c(OC)c2)cc1,8.8%,-14%,-3%,-2%,-6%,
S=c1[nH]nc(Cc2ccccc2)n1-c1ccccc1,0.9%,-7%,-4%,-15%,2%,
CCCCN(CC(=O)NCCOC)C(=O)Cn1nnc2ccccc21,0.2%,-2%,-2%,-10%,-9%,VEEV TC-83 Vero 10K pilot screen=0.0
CC(C)Cn1c(=O)c2ccccc2c2ccccc2c1=O,i,8%,-6%,-3%,12%,
O=C(COC(=O)c1ccc(S(=O)(=O)N2CCCC2)cc1)Nc1ccccc1,0.8%,-9%,-1%,x,-22%,
CCOc1cc(Br)c(COc2ccc(C)nc2[N+](=O)[O-])cc1OCC,0.9%,9%,9%,9%,23%,
CCn1c(N)c(C(=O)NC)sc1=S,3.0%,u,-2%,0%,u,
CC(=O)Nc1ccc(S(=O)(=O)NCC(=O)NNC(=O)c2csc(N3CCOCC3)n2)cc1,8.2%,-4%,-17%,-1%,-11%,
CC(=O)NC(CC(=O)N1CCCC1)c1ccccc1 (stereo unspecified),0.5%,-16%,-3%,-1%,-8%,
CCCOc1ccc(CN(CCC#N)C(=S)NC(=O)c2ccccc2)cc1,1.6%,-22%,-5%,-8%,5%,
O=C(Nc1ccon1)c1nc[nH]c1C(=O)N1CCc2ccccc2C1,i,2%,-2%,x,23%,
O=C(NCc1ccccc1)C(=O)NCC1OCCN1S(=O)(=O)c1ccc(Br)cc1 (stereo unspecified),2.4%,-18%,11%,-6%,7%,
CCC1(O)CC(C(=O)OC)=NN1C(=O)c1ccccc1 (stereo unspecified),i,-4%,-15%,3%,x,
C=CCNC(=O)COCc1cc(-c2ccc3c(c2)OCO3)on1,1.0%,1%,-1%,12%,6%,
Nc1nc2ccccc2n1C(=O)c1cccs1,i,10%,0%,10%,u,
COc1ccc(CNC(=O)CN=C2NC(=O)C(c3ccccc3)(c3ccccc3)N2)cc1,2.1%,10%,4%,1%,1%,
CC(=O)OC(C)C(=O)NS(=O)(=O)c1ccc(C)cc1 (stereo unspecified),i,1%,14%,-6%,-23%,
CCOC(=O)c1sc(=NC(=O)c2cccs2)n(C)c1C,i,-9%,-6%,17%,11%,
Cc1cc(C)n2nc(NCc3cccc(Br)c3)nc2n1,5.6%,5%,18%,-2%,4%,
COc1ccccc1CC(=O)Nc1cc2oc3ccccc3c2cc1OC,2.6%,8%,8%,-3%,18%,
COC(=O)c1cn(NC(=O)CC2CCCCC2)c(=O)c2ccccc12,4.2%,-9%,5%,4%,14%,
CNC(=O)N1c2ccccc2NC(=O)CC1C (stereo unspecified),0.7%,-3%,1%,-3%,-28%,VEEV TC-83 Vero 10K pilot screen=1.4
Cc1cc(C)c(S(=O)(=O)NC(CC(=O)O)c2cccc([N+](=O)[O-])c2)c(C)c1 (stereo unspecified),i,-11%,0%,1%,-4%,
CC(O)(C#CCN1CCCCCC1)c1ccccc1 (stereo unspecified),0.7%,1%,x,4%,12%,
NNC(=O)CNc1cccc(Cl)c1,0.2%,6%,2%,-15%,2%,
CCCc1nc(N2CCOCC2)c(C#N)c2c1CCCC2,0.1%,3%,-4%,-7%,8%,
Cc1c(CC(=O)N2CCN(C(=O)C3COc4ccccc4O3)CC2)c(=O)oc2c(C)c(O)ccc12 (stereo unspecified),7.5%,-1%,-7%,4%,11%,
CCN(CC)CCCNC(=O)Cn1cnc2ccc(S(=O)(=O)N3CCC(C)CC3)cc2c1=O,i,-5%,-10%,6%,-9%,

# Among those listed so far, 5 have a cyano group.
SMILES,VEEV TC-83 Vero,M. tuberculosis HTS,influenza NS1A,Salmonella PhoP GFP,M. tuberculosis,others
N#CCCN(Cc1ccccc1)C(=S)NC(=O)c1ccccc1,1.7%,u,-7%,-9%,15%,
COc1ccc(-n2c(SCC#N)nc3c(sc(=S)n3-c3ccccc3)c2=O)c(OC)c1,8.3%,u,9%,-9%,u,
Cc1cc(C)c(C#N)c(SCS(=O)c2ccc(C(C)(C)C)cc2)n1 (stereo unspecified),i,9%,-8%,-12%,22%,
CCCOc1ccc(CN(CCC#N)C(=S)NC(=O)c2ccccc2)cc1,1.6%,-22%,-5%,-8%,5%,
CCCc1nc(N2CCOCC2)c(C#N)c2c1CCCC2,0.1%,3%,-4%,-7%,8%,

# Screens deposited in PubChem by Southern Research Specialized Biocontainment Screening Center.
